Screens from PubChem BioAssay.
MrgX1 allo act: allosterically activates human MrgX1 receptor signaling | Q96LB2 | MrgX1-HEK293, Fluo-4 calcium flux, FDSS; stronger effect = higher value | B-score at 10 µM | 310,000 compounds, 0.63% hits;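 active = plate-corrected calcium response at least 3 library SD above typical, normal starting fluorescence, not activating the receptor alone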;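 also: compound read alongside a low EC10 to EC30 dose of BAM8-22 agonist; peak minus trough fluorescence over baseline measured at the second addition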
Target sequence (Q96LB2 whole entry, looked up): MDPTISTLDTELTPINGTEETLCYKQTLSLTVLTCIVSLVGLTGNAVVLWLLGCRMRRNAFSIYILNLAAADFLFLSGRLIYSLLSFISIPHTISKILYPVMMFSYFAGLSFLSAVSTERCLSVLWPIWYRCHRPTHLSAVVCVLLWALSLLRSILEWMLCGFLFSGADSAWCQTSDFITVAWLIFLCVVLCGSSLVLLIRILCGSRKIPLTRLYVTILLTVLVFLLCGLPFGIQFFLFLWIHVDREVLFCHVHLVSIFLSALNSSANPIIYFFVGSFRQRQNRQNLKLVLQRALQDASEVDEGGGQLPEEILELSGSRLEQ
TRPC6 inh: blocks the mouse TRPC6 cation channel | Q61143 | HEK293-TRPC6, membrane potential dye, ACh-evoked depolarization; stronger effect = lower value | B-score at 10 µM | 310,000 compounds, 1.1% hits | AID 2553;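 active = B-score under library mean minus 3 SD, initial fluorescence not abnormally high, positive integrated signal ratio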;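 also: B-score derived from integrated fluorescence ratio over the kinetic read; more negative B-score means stronger inhibition of depolarization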
TRPC6 act: activates the mouse TRPC6 cation channel; Q61143; HEK293-TRPC6 membrane potential dye fluorescence; stronger effect = higher value; 310,000 compounds, 0.13% hits; B-score at 10 µM;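 active = B-score of the integrated fluorescence ratio above library mean plus 3 SD, and starting fluorescence ratio within library mean plus 5 SD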;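 also: higher score means more depolarization so channel activation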
ANO1 block: blocks the mouse calcium-activated chloride channel TMEM16A | HEK293 TMEM16A/YFP iodide influx fluorescence, ionomycin | 310,000 compounds, 1.2% hits | normalized B-score (activity score, 25-100; higher = stronger inhibition) at 10 µM | AID 588511;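 active = ratio plate-corrected score three or more library SD toward inhibition, starting fluorescence score within five deviations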;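 also: score derived from kinetic fluorescence span divided by baseline fluorescence per well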
RGS4 block: inhibitors of human RGS4; 310,000 compounds, 0.45% hits; B-score at 10 µM; HEK293 M3R/RGS4 inducible, Fluo-4 calcium flux; stronger effect = higher value; triggered by carbachol at its EC20; P49798;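 active = B-score, a plate-corrected calcium signal, over three deviations above library mean, with baseline fluorescence within five deviations of library mean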;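 also: RGS4 expression induced by doxycycline in cells with stable M3 receptor; B-score is computed from the integrated fluorescence ratio over baseline after carbachol; higher B-score means a larger calcium signal and so more RGS4 inhibition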
Target sequence (P49798 whole entry, looked up): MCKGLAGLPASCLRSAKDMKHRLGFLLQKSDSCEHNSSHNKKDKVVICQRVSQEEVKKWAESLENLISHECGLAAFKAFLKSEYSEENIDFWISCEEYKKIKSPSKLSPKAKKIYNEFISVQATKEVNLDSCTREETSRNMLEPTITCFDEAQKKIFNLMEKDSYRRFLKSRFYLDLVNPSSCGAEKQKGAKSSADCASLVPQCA
HDAC3 inh: human HDAC3 inhibition | recombinant HDAC3, fluorogenic peptide/trypsin coupled, fluorescence | inhibition, % at 8.3 µM | O15379 | 320,000 compounds, 0.15% hits | AID 2718; in the data active = inhibition above about 26%, passing the limit was not always enough; inconclusive = no clear call, values can overlap the other calls
Target sequence (O15379 whole entry, looked up): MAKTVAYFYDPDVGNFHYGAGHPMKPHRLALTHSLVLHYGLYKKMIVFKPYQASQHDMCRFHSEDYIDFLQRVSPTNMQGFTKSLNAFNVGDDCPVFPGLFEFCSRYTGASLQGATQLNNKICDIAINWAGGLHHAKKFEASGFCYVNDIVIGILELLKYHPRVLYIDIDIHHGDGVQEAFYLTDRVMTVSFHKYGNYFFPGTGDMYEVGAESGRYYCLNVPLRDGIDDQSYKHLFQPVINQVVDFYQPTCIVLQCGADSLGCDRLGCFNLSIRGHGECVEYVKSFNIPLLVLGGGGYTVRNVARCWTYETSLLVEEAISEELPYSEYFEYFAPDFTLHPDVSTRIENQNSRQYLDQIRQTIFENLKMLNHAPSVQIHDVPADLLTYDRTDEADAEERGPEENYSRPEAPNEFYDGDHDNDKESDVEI
TMEM16A act: activators or potentiators of mouse TMEM16A chloride channel; B-score at 10 µM; 340,000 compounds, 0.3% hits; AID 623877; Q8BHY3; HEK293 TMEM16A/YFP-H148Q/I152L, iodide quench fluorescence; stronger effect = lower value;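 active = fluorescence-ratio B-score plate-corrected deviation score at least 3 library SD below zero, with starting fluorescence score within 5 deviations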;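 also: channel opened by trigger with iodide after compound preincubation; score built on the fluorescence ratio of max minus min over baseline; more negative score means more quench and so TMEM16A activation or potentiation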
MrgX1 antagonist: human MrgX1 receptor antagonism, primary screen; MRGX1-HEK293 calcium flux, Fluo-4, BAM8-22 antagonism; stronger effect = lower value; 310,000 compounds, 1.3% hits; Q96LB2; B-score at 10 µM;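 active = calcium-response B-score plate-corrected more than 3 library SD below zero, starting fluorescence within 5 deviations, no agonist response on first addition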;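 also: peak minus trough fluorescence over baseline after final BAM8-22 challenge near maximal dose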
SKKanGAS inh: inhibitors of SKKanGAS S. pyogenes growth in kanamycin (SK-promoter or general growth effect) | BacTiter-Glo, 6 h | inhibition, % at 7.5 µM | 300,000 compounds, 1.3% hits;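 active = mean replicate score, as percent of positive control median, at least 50; inconclusive = mean below 50 but one replicate at or above 50; inactive = mean and every replicate below 50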;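 also: strain carries kanamycin resistance gene driven by streptokinase promoter and grows in 40 µg/ml kanamycin; loss of luminescence reflects streptokinase promoter inhibition or plain growth inhibition; 0% = median of DMSO wells and 100% = positive control at its reference dose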
RGS4 act: RGS4 potentiation or activation. HEK293 M3R/inducible RGS4, carbachol calcium flux Fluo4; stronger effect = lower value. B-score at 10 µM. 310,000 compounds, 0.92% hits;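 active = B-score of the integrated calcium signal more than 4 SD below the library mean, with starting fluorescence not abnormally high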;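 also: negative B-score means reduced calcium response which marks RGS4 activation or potentiation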
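System: HEK293 FlpIn-TREx cells, stable M3R, doxycycline-inducible RGS4. Timing: overnight RGS4 induction, 30 min dye load 37 °C, 20 min compound RT. Also added: carbachol, ECmax concentration. Measured by: Fluo4 fluorescence kinetic imaging of calcium. Evaluation: integrated calcium ratio converted to B score.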
MrgX1 ag: agonists of human MrgX1 receptor. 310,000 compounds, 0.44% hits. Q96LB2. AID 588627. B-score at 10 µM. MrgX1-HEK293 cells, Fluo-4 calcium fluorescence, agonist mode; stronger effect = higher value;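 active = calcium response B-score plate-corrected fluorescence ratio at least 3 library SD, with starting fluorescence B-score inside 5 SD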
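System: HEK293 cells stably expressing human MrgX1 receptor; Dosing: test compound in the initial addition of three; Schedule: overnight plating, then 30 min 37 °C plus 30 min room-temperature dye loading; Detection: kinetic calcium dye fluorescence, Fluo-4 NW; Controls: per-plate positive and negative controls for Z′ factor.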
Starred values were filed as active, the others as inactive; i = inactive; ? = inconclusive; nt = not tested or not shown. The order is random; any-hit rate near 6.7%.

SMILES | MrgX1 allo act | TRPC6 inh | TRPC6 act | ANO1 block | RGS4 block | HDAC3 inh | TMEM16A act | MrgX1 antagonist | SKKanGAS inh | RGS4 act | MrgX1 ag
Cc1ccc2c(cnn2C(=O)CCC(=O)NC2CCCC2)c1 | i | i | i | i | i | -7 | i | i | -1 | i | i
CCCCn1c(N)c(N(CC(C)C)C(=O)C2CC(=O)N(Cc3ccco3)C2)c(=O)[nH]c1=O (stereo not drawn) | i | i | i | i | i | 1 | i | i | -3 | i | i
O=S(=O)(c1ccc(F)cc1)N1CCC2(CC1)OCCN2S(=O)(=O)c1cccs1 | i | i | i | i | i | -4 | i | i | -2 | i | i
CC(C)C[C@H](NC(=O)c1nc[nH]c1C(=O)N(C)Cc1ccccc1)C(=O)OCc1ccccc1 | i | i | i | i | i | ? | i | i | 4 | i | i
COc1cccc(/C=C/C(=O)NCC2CCCCC2)c1 | i | i | i | i | i | 9 | i | i | 5 | i | i
Cc1cc2ccccc2c(=O)n1CC(=O)NCC(=O)N1CCN(c2ccccc2)CC1 | i | i | i | i | i | 11 | i | i | -5 | i | i
COCCNc1nc2nonc2nc1N1CCC(N(C)C)C1 (stereo not drawn) | i | -5.4* | i | i | i | nt | i | i | -15 | i | i
CCOC(=O)c1ccccc1-c1csc(N)n1 | i | i | i | i | i | 7 | i | i | 0 | i | i
CCC(C)(C(=O)NC1CCCC1)N(C(=O)c1ccccn1)c1ccc(C)cc1 (stereo not drawn) | i | i | i | i | i | -3 | i | i | 3 | i | i
COc1ccc(C)cc1NC(=O)C(OC(=O)Cn1cnc2c1c(=O)n(C)c(=O)n2C)c1ccccc1 (stereo not drawn) | i | i | i | i | i | nt | i | i | 1 | i | i
Cc1noc(NS(=O)(=O)c2ccc(N/C=C/C(=O)c3ccncc3)cc2)c1C | i | i | i | i | i | ? | i | i | -8 | i | i
COC(=O)C1C(c2ccc(N(C)C)cc2)C(C(=O)OC)S(=O)(=O)CS1(=O)=O (stereo not drawn) | i | i | i | i | i | -3 | i | i | 2 | i | i
Cn1c(=O)c2c(nc(NCCc3ccccc3)n2CC(=O)NCCc2ccccc2)n(C)c1=O | i | i | i | i | i | -3 | i | i | -10 | i | i
CCOC(=O)c1c(C)c(C(=O)O)n(C)c1C | i | i | i | i | i | -3 | i | i | -14 | i | i
Cc1ccc(CNC(=O)c2cc3ccccc3oc2=O)cc1 | i | i | i | i | i | ? | i | i | 5 | i | i
COc1ccc(OCC(O)CN2CCCCCC2)cc1 (stereo not drawn) | i | i | i | i | i | -3 | i | i | -10 | i | i
Cc1ccc(C)c(Cn2nc(-c3ccccc3)ccc2=O)c1 | i | i | i | i | i | -4 | i | i | 3 | i | i
O=C1c2cccc3c2[C@H](CCC3)CN1[C@@H]1CN2CCC1CC2 | i | i | i | i | i | 2 | nt | i | -2 | i | i
Cc1nn(CC(=O)Nc2ccc(Cl)cc2)c(=O)c2cc(-c3ccccc3)nn12 | i | i | i | i | i | -2 | i | i | 8 | i | i
COc1ccc(S(=O)(=O)N2CCCC2CNC(=O)C(=O)NCc2cccs2)cc1 (stereo not drawn) | i | i | i | i | i | 1 | i | i | -2 | i | i
COc1ccccc1C(=O)NNC(=O)c1ccccc1F | i | i | i | i | i | -3 | i | i | -9 | i | i
COc1ccc(/C=N/N=C2/C(=O)Nc3ccccc32)cc1O | i | i | i | i | i | -4 | i | i | 10 | i | i
C=CCN(C#N)c1nc(OC)nc(N2CCCC2)n1 | i | i | i | i | i | 1 | i | i | -6 | i | i
Cc1cc(/C=C2\SC(=S)N(C)C2=O)c(C)n1-c1cccc(O)c1 | i | i | i | i | i | 13 | i | -5.7* | 91* | i | i
CCC(=O)N1CCN(c2ccccc2NC(=O)Cc2ccccc2)CC1 | i | i | i | i | i | -8 | i | i | -4 | i | i

Other entries
SMILES | MrgX1 allo act | TRPC6 inh | TRPC6 act | ANO1 block | RGS4 block | HDAC3 inh | TMEM16A act | MrgX1 antagonist | SKKanGAS inh | RGS4 act | MrgX1 ag
O=C(c1ccc2ccccc2n1)N1CCN(Cc2c(F)cccc2Cl)CC1 | i | i | i | i | i | -2 | i | i | -3 | i | i
CN1CCN(c2cc(=O)n(Cc3ccc(F)cc3)c(=O)[nH]2)CC1 | i | i | i | i | i | 5 | i | i | -1 | i | i
CCCCN(CC)C(=O)C1CCC(CNS(=O)(=O)c2cccc3nsnc23)CC1 (stereo not drawn) | i | i | i | i | i | 0 | i | i | -4 | i | i
COC1=C/C(=C/c2c(N)n3nc(CC(=O)N4CCCC4)sc3nc2=O)C=CC1=O | i | i | i | i | i | 3 | -5.7* | -5.9* | 5 | i | i
Nc1cc(-c2ccco2)no1 | i | i | i | i | i | -1 | i | i | -8 | i | i
C=CCn1c(C)cc(-c2csc(NC(=O)CCc3nc4ccccc4c(=O)[nH]3)n2)c1C | i | i | i | i | i | 6 | i | i | 17 | -8.4* | i
C[C@H](NC(=O)[C@H]1N2C(=O)c3ccccc3C2SC1(C)C)C(=O)N1CCC[C@H]1C(=O)O (stereo partly drawn) | i | i | i | i | i | -4 | i | i | 5 | i | i
CC(C)CNC(=O)CC(=O)N/N=C/c1cccs1 | i | i | i | i | i | 3 | i | i | 4 | i | i
O=C(NCc1cccnc1)C1CC(=O)N(C2CCCCC2)C1 (stereo not drawn) | i | i | i | i | i | -2 | i | i | 9 | i | i
C=CCn1c(CCCNC(=O)CCC)nc2ccccc21 | i | i | i | i | i | 2 | i | i | 7 | i | i
O=C(Nc1nnc(-c2ccc(Cl)cc2)o1)C1CCCCC1 | i | i | i | i | i | 1 | i | i | 9 | i | i
CN1/C(=C/C(=O)c2ccc(Cl)cc2)Sc2cc3c(cc21)OCO3 | i | i | i | i | i | 3 | i | i | 4 | i | i
COc1ccc(NC(=O)c2cc(-c3ccc(C)o3)nc3ccccc23)c(OC)c1 | i | i | i | i | i | 3 | i | i | 10 | i | i
Cc1ccc(NC(=O)CSc2nc3ccccc3nc2N2CCOCC2)c(C)c1 | i | i | i | i | i | 6 | i | i | 0 | i | i
Cc1ccc(S(=O)(=O)N2CCOCC2)cc1NC(=O)COC(=O)Cc1cccs1 | i | i | i | i | i | -1 | i | i | 4 | i | i
Cn1cc(C(=O)Nc2ccc(Cl)c(Cl)c2)cn1 | i | i | i | i | i | -15 | i | i | -5 | i | i
COc1ccc(NC(=O)NN2CCN(C)CC2)cc1 | i | i | i | i | i | -7 | i | i | 3 | i | i
COc1ccc(CC(=O)Nc2c3c(nn2C(C)(C)C)CS(=O)C3)cc1 (stereo not drawn) | i | i | i | i | i | 2 | i | i | 0 | i | i
CCCN(CCC)CC(O)CN1C(=O)N(CN2C(=O)N(CC(O)CN(CCC)CCC)C(=O)C2(C)C)C(C)(C)C1=O (stereo not drawn) | i | i | i | i | i | -5 | i | i | -5 | i | i
Cc1sc2nc(CN3CCOCC3)[nH]c(=S)c2c1C | i | i | i | i | i | 2 | i | i | 12 | i | i
COc1nc(N)nc2nc[nH]c12 | i | i | i | i | i | 4 | i | i | -1 | i | i
COc1ccccc1N1CCN(C(=O)CCc2c[nH]c3ccccc23)CC1 | i | i | i | i | i | 4 | i | i | 18 | i | i
O=C(NCc1ccco1)/C(=C/c1cccnc1)NC(=O)c1ccco1 | i | i | i | i | i | 8 | i | i | 2 | i | i
Cc1cccc(-n2ccnc2SCC(=O)N2CCCc3ccccc32)c1C | i | i | i | i | i | 3 | i | i | 3 | i | i
Cc1onc(-c2ccccc2)c1C(=O)N/N=C/C(Br)=C/c1ccccc1 | i | i | i | i | i | 14 | i | i | 2 | i | i

Further entries
SMILES | MrgX1 allo act | TRPC6 inh | TRPC6 act | ANO1 block | RGS4 block | HDAC3 inh | TMEM16A act | MrgX1 antagonist | SKKanGAS inh | RGS4 act | MrgX1 ag
Cc1ccccc1CSc1[nH]c(=O)ncc1C | i | i | i | i | i | 0 | i | i | 0 | i | i
O=C(CCCOc1ccccc1)N1CCN(c2ccc(F)cc2)CC1 | i | i | i | i | i | -7 | i | i | -5 | i | i
CS(=O)(=O)n1nc(OC(=O)c2cccs2)cc1N | i | i | i | i | i | 93* | i | i | 3 | i | i
COCC(C)n1c(C)cc(C(=O)CN2C(=O)NC(Cc3c[nH]c4ccccc34)C2=O)c1C (stereo not drawn) | i | i | i | i | i | 1 | i | i | 2 | i | i
CCCCOC(=O)/C=C/c1ccc(OC(=O)OC)c(OC(=O)OC)c1 | i | i | i | i | i | -13 | i | i | 1 | i | i
CC1Cc2cc(S(=O)(=O)NCc3ccccc3)ccc2N1C(=O)C1CC1 (stereo not drawn) | i | i | i | i | i | -3 | i | i | 0 | i | i
CCSc1oc(-c2ccco2)nc1S(=O)(=O)c1ccccc1 | i | i | i | i | i | 1 | i | i | 0 | i | i
O=C(O)CCSc1nc2ccccc2c(=O)[nH]1 | i | i | i | i | i | -1 | i | i | -6 | i | i
CCC(c1nnnn1Cc1ccc(OC)cc1)N1CCN(c2ccc(OC)cc2)CC1 (stereo not drawn) | i | i | i | i | i | 0 | i | i | -3 | i | i
CC(C)C[C@H](NC(=O)C1(c2ccccc2)CCN(C(=O)[C@H]2CSCN2C(=O)OC(C)(C)C)CC1)C(=O)O | i | i | i | i | i | -2 | i | i | -3 | i | i
Cc1ccc(N2CCN(C(=O)c3ccccc3NC(=O)C3CC=CCC3C(=O)O)CC2)cc1 (stereo not drawn) | i | i | i | i | i | 4 | i | i | 2 | i | i
Cc1cc(Cl)ccc1OCc1cn2cccnc2n1 | i | i | i | i | i | -10 | i | i | 12 | i | i
CC(C)CN(CC(C)C)S(=O)(=O)N1CCC(C(=O)N2CCc3ccccc3C2)CC1 | i | i | i | i | i | -1 | i | i | 5 | i | i
CC(C)N(Cc1nc(-c2ccccc2)no1)C(=O)CN(C)S(=O)(=O)c1ccccc1 | i | i | i | i | i | 0 | i | i | 3 | i | i
CC(=O)C1=C(C)NC(C)=C(C(C)=O)C1c1ccccc1 | i | i | i | i | i | 0 | i | i | -2 | i | i
Cc1ccnc(SCC(=O)N2CCC(C(N)=O)CC2)n1 | i | i | i | i | i | ? | i | i | 2 | i | i
CCCNS(=O)(=O)c1ccc(CCC(=O)Nc2cc(Cl)ccc2Oc2ccccc2)cc1 | nt | i | i | nt | i | nt | i | nt | 16 | i | nt
O=C(COC(=O)c1ccccc1C(=O)c1ccccc1)Nc1ccc(SC(F)F)cc1 | i | i | i | 100* | i | 11 | i | i | 0 | i | i
